pAkt inh: inhibitors of Akt phosphorylation. Neuro2A IGF-stimulated pAkt S473 HTRF, 20 min; active compounds read low. activity change, % for hits at 50 µM. hit rate 0.32% among 360,000; in the data active = activity change below about -80%; inconclusive = mostly about -51% to -80%; also: % is scaled to controls: 0 for no effect and ±100 for the full control effect
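Neuro2A cells (4,500/well, DMEM with 0.5% FBS) were treated with compound at a single 50 µM final concentration, stimulated with 6 nM IGF for 20 min at 37 °C, and lysed. Phospho-Akt Ser473 was read by HTRF as 665/615 ratio ×10^4.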
A549 tox: kills or reduces viability of A549 cells in Nrf2 counter-screen. A549 ARE-Fluc cells, CellTiter-Fluor viability, 18-24 h. Potency, µM (top dose mostly 46 µM), for inactives: at the highest dose activity change, negative = cytotoxicity, most hits filed as inhibitors. hit rate 0.16% among 390,000. AID 504648; also: potency is read from the fitted curve at half-maximal effect; % is scaled to controls: 0 for no effect and ±100 for the full control effect
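A549 ARE-Fluc cells in 5% FBS OPTI-MEM, 5000 cells/well, rested 2 h then exposed to compounds in concentration-response for 18-24 h at 37 °C. Viability by CellTiter-Fluor fluorescence (Ex 405/Em 525) after 30 min; luciferase luminescence (BugLite, 15 min, RT) read afterwards.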
CCT modulator: cytosolic chaperonin activity modulation. purified chaperonin ATPase assay, HTRF ADP detection, 30 min. activity change, % (concentration not given with the values), hits read low. hit rate 0.3% among 360,000. AID 651819; in the data active = activity change below about -30%; also: % is scaled to controls: 0 for no effect and ±100 for the full control effect
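TRiC (40 or 20 nM final, by batch activity) in 30 mM Tris pH 7.4, 100 mM KCl, 5 mM MgCl2, 1 mM DTT was treated with compound at 76 uM single dose, then 10 uM ATP, 30 min at 37 °C. ADP was read by HTRF Transcreener.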
TGFb inhibitor: inhibitors of TGF-b signaling; HepG2 CAGA-GFP TGF-b/SMAD3 reporter, GFP fluorescence, 18 h; TGF-beta stimulated, 500 pg/mL final; Potency, µM (titrated, usually from 46.1 µM), without a hit: at the top dose activity, negative = inhibition, usual class: inhibitors; hit rate 1.2% among 410,000; AID 588855; also: potency is read from the fitted curve at half-maximal effect; % is scaled to controls: 0 for no effect and ±100 for the full control effect; nearly all actives have a fitted effect of over 65% in size
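TGF-beta reporter screen: HEPG2 CAGA-GFP, 1% FBS, 500 pg/mL TGF-beta final, 18 h; per-cell GFP summed per well; curves fitted and categorized by class.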
HepG2 tox: HepG2 cytotoxicity, counter-screen for TGF-b inhibitors; HepG2 CAGA-GFP viability, ATP luminescence, 18 h; Potency, µM (doses to about 46.1 µM), for inactives: top-dose activity change, negative = cytotoxicity, most hits filed as cytotoxic; hit rate 0.76% among 410,000; AID 588856; also: potency is read from the fitted curve at half-maximal effect; some results filed as inactive show a strong effect at the top dose
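HepG2 CAGA-GFP cells (1000/well, DMEM with 1% FBS) received compound, then TGF-beta at 500 pg/mL final, and were incubated 18 hours at 37 degrees C. Viability was read by CellTiter-Glo luminescence. Media-only wells were set as complete cell-killing and DMSO as no toxicity.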
Nrf2 inh: Nrf2 pathway inhibition. A549 ARE-Fluc reporter, luciferase luminescence, 18-24 h. Potency, µM (doses to about 46 µM), for the others: at the highest dose activity change, negative = inhibition, hits mostly inhibitors. hit rate 2.1% among 360,000; also: potency is read from the fitted curve at half-maximal effect; % is scaled to controls: 0 for no effect and ±100 for the full control effect; nearly all actives have a fitted effect of over 60% in size
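Two sequential reads on A549 ARE_Fluc cells exposed to compound for 18-24 h: a CellTiter-Fluor fluorescence read for viability, then a luciferase luminescence read for Nrf2/ARE activity.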
Mm-Cpn inhibitor: M. maripaludis TRiC chaperonin inhibition. purified Mm-Cpn ATPase, ADP Transcreener TR-FRET. Potency, µM (highest dose often 76.9 µM), without a hit: at the highest dose activity, negative = inhibition, most hits filed as inhibitors. hit rate 0.031% among 330,000. AID 504842; also: potency is read from the fitted curve at half-maximal effect; % is scaled to controls: 0 for no effect and ±100 for the full control effect; nearly all actives have a fitted effect of over 80% in size
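Purified archaeal chaperonin (25 nM final) was preincubated with compound for 10 min at 37°C, then ATP (10 uM final) was added for 30 min at 37°C in Tris pH 7.4/KCl/MgCl2/DTT buffer. ADP was quantified by HTRF Transcreener TR-FRET.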
Nrf2 ARE act: Nrf2 pathway activation | AREc32 ARE-luciferase reporter (MCF7-derived line), luminescence, 24 h | Potency, µM (doses to about 46.1 µM), for inactives: at the highest dose activation, most hits filed as activators | hit rate 0.31% among 410,000; also: potency is read from the fitted curve at half-maximal effect; % of control where 0% means no effect; nearly all actives have a fitted effect of over 65% in size
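ARE activation measured as luciferase luminescence (Steady-Glo, 30 min RT) in AREc32_Fluc cells after 24 hr compound exposure at 37 deg C, 5% CO2; cells seeded overnight at 1000/well in OPTI-MEM, 5% FBS.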
S2 tox: cell viability loss in ATXN counter-screen; S2 cells (HEK-293 line with an ATXN2-luciferase reporter) viability, CellTiter-Fluor protease fluorescence, 24 h; AID 651635; hit rate 0.49% among 400,000; Potency, µM (top dose mostly 56.7 µM), most hits filed as cytotoxic; also: potency is read from the fitted curve at half-maximal effect; nearly all actives have a fitted effect of over 40% in size
Active calls of the source: *; i = inactive; ? = inconclusive; nt = no result given; & = joins results of further samples; [ ] = remark or other dose. Unless noted, calls follow the shape of the dose curve; as a rule, active = well fitted curve in the direction sought with a large enough effect; inconclusive = small, poorly fitted or top-dose-only effect, or another doubt; inactive = no such curve, though single readings can be large; an effect the other way counts as inactive or inconclusive.

Value order: pAkt inh	A549 tox	CCT modulator	TGFb inhibitor	HepG2 tox	Nrf2 inh	Mm-Cpn inhibitor	Nrf2 ARE act	S2 tox
O=C(CSc1ccccc1Cl)N1CCOCC1
→ i	0%	-0.3	4%	-5%	11%	-1%	-0.4%	i
COc1ccccc1C(=O)NNC(=O)c1ccccc1F
→ i	4%	-3.6	-13%	-15%	10%	2%	?	i
COc1cccc(NC(=O)c2cc([N+](=O)[O-])ccc2NCc2cccnc2)c1
→ i	-7%	1.5	-5%	-27%	-14%	0%	4.8%	i
O=C(NS(=O)(=O)c1ccccc1)c1ccccc1O
→ i	1%	0.5	-2%	6%	9%	3%	-0.9%	i
CCN(CC)c1ccc(/C=N/NC(=O)Cc2cccs2)c(O)c1
→ i	-9%	1.3	16%	-21%	?	-1%	-0.2%	i
Cc1cc([N+](=O)[O-])nn1CC(=O)NCCCn1ccnc1
→ i	-6%	-1.8	-5%	2%	-3%	0%	-0.7%	i
COc1cc(/C=C/C(=O)NCc2cccnc2)cc(OC)c1OC
→ i	-1%	-4.0	-1%	3%	-8%	2%	-0.6%	i
NCCCCCc1nnc(SCC(=O)c2ccc(Cl)cc2)o1
→ i	-1%	-5.8	-2%	-5%	-2%	-2%	-0.9%	i
COc1cc(C(=O)Nc2ccc3c(c2)OCCO3)ccc1OC(C)C
→ i	-17%	-2.4	0%	-21%	17%	-1%	1.4%	i
O=C(COc1cc2oc(=O)cc(-c3ccccc3)c2cc1Cl)NCC1CCC(C(=O)O)CC1 (centres undefined)
→ i	-4%	-1.0	13%	-10%	-14%	0%	-1.2%	i
CCOC(=O)C1=C(COC(=O)c2ccc([N+](=O)[O-])o2)NC(=O)NC1C (centres undefined)
→ i	-10%	-4.1	-27%	-28%	?	0%	?	i
Cc1cc(NS(=O)(=O)c2ccc(NC(=O)c3cnc(Cl)c(Cl)c3)cc2)nc(C)n1
→ i	-1%	0.2	-25%	-45%	15%	-1%	6.2%	i
CCOC(=O)N1CCC(NC(=O)c2cc(S(=O)(=O)N(CC)CC)ccc2F)CC1
→ i	8%	2.6	4%	-30%	15%	0%	-0.2%	i
CCCCNC(=O)Nc1c(C(=O)OCC)[nH]c2ccccc12
→ i	-3%	-2.7	9%	0%	nt	0%	2.4%	i
Cn1cc(CCC(=O)NCc2ccc(Cl)cc2)c2ccccc21
→ i	1%&9%	-1.5	0%&-21%	0%&-22%	-1%&9%	-2%	-1.0%&1.3%	i

Entries of single compounds as entered above. Order of screens: pAkt inh	A549 tox	CCT modulator	TGFb inhibitor	HepG2 tox	Nrf2 inh	Mm-Cpn inhibitor	Nrf2 ARE act	S2 tox
Profile of CCCCNC(=O)Nc1c(C(=O)OCC)[nH]c2ccccc12 → i	-3%	-2.7	9%	0%	nt	0%	2.4%	i
Profile of CCN(CC)c1ccc(/C=N/NC(=O)Cc2cccs2)c(O)c1 → i	-9%	1.3	16%	-21%	?	-1%	-0.2%	i
Profile of CCOC(=O)C1=C(COC(=O)c2ccc([N+](=O)[O-])o2)NC(=O)NC1C (centres undefined) → i	-10%	-4.1	-27%	-28%	?	0%	?	i
Profile of O=C(COc1cc2oc(=O)cc(-c3ccccc3)c2cc1Cl)NCC1CCC(C(=O)O)CC1 (centres undefined) → i	-4%	-1.0	13%	-10%	-14%	0%	-1.2%	i

Carrying on.
Value order: pAkt inh	A549 tox	CCT modulator	TGFb inhibitor	HepG2 tox	Nrf2 inh	Mm-Cpn inhibitor	Nrf2 ARE act	S2 tox
CSc1ncccc1C(=O)OCC(=O)N(CC(C)C)C1CCS(=O)(=O)C1 (centres undefined)
→ i	2%	-0.8	5%	3%	1%	-1%	0.3%	i
Cc1ccc(SCn2nnc3ccccc3c2=O)c(C)c1
→ i	9%	1.7	12%	-3%	?	3%	0.8%	i
CCOc1cc(/C=C/c2cc(C(=O)O)c3ccccc3n2)ccc1O
→ i	-12%	-3.0	-4%	-2%	?	0%	0.0%[9.22 µM]	i
CCOC(=O)c1c(SC)n(-c2ccccc2)c(=S)n(-c2ccccc2)c1=O
→ i	0%	2.0	-9%	-6%	-1%	1%	-0.6%	i
C=CCN(C(=O)CCC(=O)Nc1cc(C)on1)C(C(=O)NC1CCCC1)c1ccc(OC)cc1OC (centres undefined)
→ i	2%	-0.1	-11%	3%	1%	0%	2.8%	i
CCCCCCCC1=NN(c2ccc(S(=O)(=O)O)cc2)C(=O)C1N=O (centres undefined)
→ i	nt	-1.7	0%	-7%	nt	nt	0.3%	i
O=C(CSc1ccccc1F)Nc1ccc2c(c1)OCO2
→ i	9%	-3.7	4%	-23%	?	0%	3.2%	i
O=C(NCc1cccnc1)C(=O)NCC1OCCCN1S(=O)(=O)c1ccc(F)cc1 (centres undefined)
→ i	-1%	-1.6	-22%	-26%	-7%	0%	-0.3%	i
COc1ccc(NC(=O)CSc2nc3c(c(=O)[nH]2)CCC3)cc1
→ nt	7%	nt	6%	-3%	4%	nt	-0.2%	i
Cc1c(-c2ccc(Cl)cc2)c(=O)oc2c(CN3CCN(C)CC3)c(O)ccc12
→ nt	-2%	nt	-5%	-28%	nt	nt	12%	i
CCc1cc2c(=O)c(-c3nc4ccccc4n3C)c(C)oc2c(CN2CCOCC2)c1O
→ i	1%	0.3	-12%	-33%	-15%	-1%	-0.9%	i
CC(=O)Nc1ccc(NC(=O)Nc2ccc3c(c2)N(C)C(=O)CS3)cc1
→ i	0%	-4.8	-1%	-4%	13%	2%	0.3%	i
Cn1c(NCCO)nc2c1c(=O)n(Cc1cccc(Cl)c1)c(=O)n2C
→ i	9%	-0.5	15%	-4%	?	-1%	0.4%	i
O=C(Nn1cnnc1)c1cc([N+](=O)[O-])cc([N+](=O)[O-])c1
→ i	2%	-14	-10%	-2%	-4%	-3%	0.2%	i
c1cncc(CNc2ncnc3sccc23)c1
→ i	1%	0.5	1%	-1%	-30%	-1%	0.3%[9.22 µM]	i

Value order: pAkt inh	A549 tox	CCT modulator	TGFb inhibitor	HepG2 tox	Nrf2 inh	Mm-Cpn inhibitor	Nrf2 ARE act	S2 tox
O=C(CCC1N=C2c3ccccc3N=C(SCc3ccccc3Cl)N2C1=O)N1CCN(c2ccccc2)CC1 (centres undefined)
→ nt	-16%	nt	-20%	-18%	-15%	nt	2.8%	i
CCCNC(=O)c1ccc2snnc2c1
→ i	1%	-1.8	0%	12%	nt	0%	0.2%	i
CCc1nc(-c2cc(S(=O)(=O)N3CCN(c4ccc(F)cc4)CC3)ccc2OC)no1
→ nt	11%	nt	2%	1%	-3%	nt	0.0%	i
Cc1c(C)n(CCc2ccccc2)c2ncnc(NCCCO)c12
→ i	2%	-1.2	-19%	-24%	?	0%	7.3%	i
O=C(Nc1ccc2nc(-c3ccco3)c(-c3ccco3)nc2c1)NC1CC1
→ i	-12%	-1.9	?	-27%	4%	-7%	14%	nt
O=C1/C(=C/c2ccc(O)cc2)SC(=S)N1CC1CCCO1 (centres undefined)
→ i	-8%	-0.9	-26%	-59%	-4%	2%	9.7%	i
O=C(CCCN1C(=O)C2C3C=CC(C3)C2C1=O)N1CCN(c2ccccc2)CC1 (centres undefined)
→ i	-5%	1.8	6%	2%	16%	1%	-0.8%	?
COc1ccc(CC(=O)NC(c2ccccc2)c2ccc(C)cc2)c(OC)c1 (centres undefined)
→ i	-5%	-0.4	-28%	-13%	-4%	-1%	-0.2%	i
N#CCCN(C(=O)Nc1ccccc1)C1CCCCC1
→ i	-4%	-0.1	11%	-2%	-9%	nt	-0.6%	i
COC(=O)c1ccc(OCC2c3cc(OC)c(OC)cc3CCN2C(=O)c2ccccc2C)cc1 (centres undefined)
→ nt	-1%	nt	?	-19%	nt	nt	5.5%	i
CCOC(=O)c1c(C)[nH]c(C2=NNC(=Nc3ccccc3)SC2)c1C
→ i	?	2.5	10µM*	-34%	?	-3%	5.5%	?
COc1cccc(N2CCN(C(=O)c3cccc(NC(=O)C4=C(C)OCCS4)c3)CC2)c1
→ i	nt	0.3	0%	1%	nt	nt	-0.6%	?
Cc1cccc(OCCOCCN2CCNCC2)c1C
→ i	20%	-0.2	-4%	3%	-2%	1%	1.9%	i
COc1cc2c(cc1OC)C(C1C(=O)CC(C)(C)CC1=O)N(C(=O)CCl)CC2 (centres undefined)
→ i	-6%	0.2	28%	4%	-15%	-3%	-0.5%	i
OC1(c2cccs2)CN(c2ccccc2)C2=[N+]1CCCC2 (centres undefined)
→ i	11%	-5.3	-13%	10%	9%	1%	0.2%	i

Value order: pAkt inh	A549 tox	CCT modulator	TGFb inhibitor	HepG2 tox	Nrf2 inh	Mm-Cpn inhibitor	Nrf2 ARE act	S2 tox
CCn1cc(C(=O)NCCc2ccc(Cl)cc2)c(=O)c2ccc(C)nc21
→ i	1%	-0.9	-13%	-4%	8%	0%	-0.4%	i
COc1cc2c(cc1OC)C(C)N(S(=O)(=O)c1ccc(Cl)nc1)CC2 (centres undefined)
→ nt	4%	1.2	21%	4%	11%	2%	-0.2%	i
NC(=O)c1ccc(NC(=O)CSc2nnc(C3CCCCC3)n2N)cc1
→ i	0%	-0.5	7%	-3%	11%	2%	-0.1%	i
C=CCSC1=C(C#N)C(c2cccc(OC)c2)CC(=O)N1 (centres undefined)
→ i	0%	1.5	6%	7%	nt	5%	-0.1%	i
Cc1ccc(NC(=S)N2CCN(S(=O)(=O)c3ccccc3)CC2)cc1
→ i	1%	1.7	0%	3%	-17%	2%	-0.3%	i

Source: PubChem BioAssay
